High-throughput results: PubChem BioAssay, several laboratories
VIM-2 inhibitor: VIM-2 metallo-beta-lactamase inhibitors, primary screen, biochemical, epi-absorbance readout, Pseudomonas aeruginosa enzyme; purified VIM-2, nitrocefin hydrolysis, epi-absorbance fluorescence; inhibition, % at 5.6 µM; 290,000 tested, 0.89% active; AID 1527, 2009;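 active means inhibition above the mean of all tested compounds plus 3 SD, cutoff set per screening run, cut at about 7.5% in these data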;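 further: red hydrolysis product quenches plate fluorescence so inhibitors raise well fluorescence; 0% = enzyme with DMSO and 100% = DMSO without enzyme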
DNA FID counter: compounds displacing fluorescent DNA intercalator, primary screen, artefact control for HCV NS3 helicase inhibitor project, biochemical, FID fluorescence | DNA fluorescent intercalator displacement | inhibition, % at 7.9 µM | 290,000 tested, 0.17% active; in the data active means inhibition above about 37%;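 further: 0% = vehicle and 100% = reference compound; higher means more ethidium bromide displaced from hairpin DNA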
OXTR ag: human OXTR agonists, primary screen, fluorescence, CHO-OTR cells, Fluo-8 calcium; activation, % at 3 µM; 320,000 tested, 0.32% active; AID 2435, 2010; Fluo-8 calcium fluorescence; normalized: DMSO 0%, oxytocin 100%; Oxytocin receptor (Homo sapiens), P30559;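 active means activation above the mean of all tested compounds plus 3 SD, cutoff set per screening run, cut at about 20% in these data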;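 further: peak over basal fluorescence ratio from a 100 s FLIPR kinetic read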
Target sequence (P30559 whole entry, looked up): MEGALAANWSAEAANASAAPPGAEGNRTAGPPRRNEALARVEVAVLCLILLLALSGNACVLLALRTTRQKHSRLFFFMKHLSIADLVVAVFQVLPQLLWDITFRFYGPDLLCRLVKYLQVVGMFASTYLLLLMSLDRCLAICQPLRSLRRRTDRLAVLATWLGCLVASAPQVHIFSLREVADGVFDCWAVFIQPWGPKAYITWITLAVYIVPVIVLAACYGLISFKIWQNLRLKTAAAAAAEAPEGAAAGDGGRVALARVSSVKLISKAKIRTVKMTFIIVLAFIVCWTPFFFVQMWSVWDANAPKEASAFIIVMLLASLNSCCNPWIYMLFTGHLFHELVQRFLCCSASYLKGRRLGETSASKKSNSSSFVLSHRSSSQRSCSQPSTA
HCV NS3 hel inh: inhibitors of HCV NS3 helicase, primary screen, biochemical, Cy5 molecular beacon fluorescence | Hepatitis C virus NS3 helicase | NS3 helicase DNA unwinding | inhibition, % at 10.9 µM | 290,000 tested, 0.56% active;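 active means inhibition above the mean of all tested compounds plus 3 SD, set per campaign, cut at about 35% in these data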;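 further: 0% = DMSO wells and 100% = thioflavine S control wells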
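Assay system – hepatitis C virus NS3 helicase domain fragment enzyme · Buffer or medium – MOPS pH 6.5, MgCl2, DTT, Tween20, BSA · Reagent – Cy5/quencher beacon DNA duplex and ATP to start · Compound – single 10.9 µM dose · Timing – 1 h at 25 °C · Technique – Cy5 beacon fluorescence read at start and 1 h · Measure – % inhibition of unwinding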
GPR7 antagonist: GPR7 receptor antagonists, primary screen, cell-based, fluorescence, single concentration | Neuropeptides B/W receptor type 1 (Homo sapiens), P48145 | GPR7-expressing cells, fluorescence antagonist assay | inhibition, % at 4.4 µM | 290,000 tested, 1.1% active | AID 1861, 2009; in the data active means inhibition above about 16%, passing the limit was not always enough;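 further: cells stimulated with the agonist NPW; 0% = agonist with vehicle and 100% = vehicle without agonist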
V1aR counter: agonists of human V1a receptor, primary screen, counter-screen for OXTR agonist project, fluorescence, CHO-V1R cells. 320,000 tested, 0.25% active. Vasopressin V1a receptor (Homo sapiens), P37288. activation, % at 3 µM. Fluo-8 calcium fluorescence, agonist mode; 0% DMSO, 100% 3 nM vasopressin;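 active means activation above the mean activation of all tested compounds plus 3 SD, per screening run, cut at about 20% in these data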;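 further: signal is peak over basal fluorescence ratio across a 100 second FLIPR read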
Target sequence (P37288 whole entry, looked up): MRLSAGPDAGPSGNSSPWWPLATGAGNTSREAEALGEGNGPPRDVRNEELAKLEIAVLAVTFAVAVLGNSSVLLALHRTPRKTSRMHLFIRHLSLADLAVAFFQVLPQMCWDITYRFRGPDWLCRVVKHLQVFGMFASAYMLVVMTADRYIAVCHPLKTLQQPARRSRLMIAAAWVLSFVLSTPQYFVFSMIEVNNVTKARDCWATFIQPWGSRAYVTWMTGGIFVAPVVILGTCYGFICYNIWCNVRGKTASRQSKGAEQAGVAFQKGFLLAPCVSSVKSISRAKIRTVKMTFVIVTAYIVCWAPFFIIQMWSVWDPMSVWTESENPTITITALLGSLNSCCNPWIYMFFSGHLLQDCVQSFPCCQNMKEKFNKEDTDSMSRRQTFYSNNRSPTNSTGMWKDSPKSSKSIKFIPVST
PHOSPHO1 inh: PubChem AID 1565. 290,000 tested, 1.1% active. Phosphoethanolamine/phosphocholine phosphatase (Homo sapiens), Q8TCT1. recombinant PHOSPHO1, absorbance phosphatase assay. inhibition, % at 13.3 µM; in the data active means inhibition above about 60%
Target sequence (Q8TCT1 whole entry, looked up): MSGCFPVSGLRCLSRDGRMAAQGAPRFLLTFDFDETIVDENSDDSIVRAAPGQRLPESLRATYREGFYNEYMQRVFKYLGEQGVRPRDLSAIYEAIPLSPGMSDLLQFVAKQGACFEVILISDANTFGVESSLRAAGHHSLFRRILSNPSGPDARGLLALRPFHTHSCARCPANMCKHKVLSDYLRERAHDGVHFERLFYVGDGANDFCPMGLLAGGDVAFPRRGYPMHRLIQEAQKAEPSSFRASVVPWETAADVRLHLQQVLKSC
IMP-1 inh: IMP-1 metallo-beta-lactamase inhibitors, primary screen, biochemical, epi-absorbance readout, Pseudomonas aeruginosa enzyme. metallo-beta-lactamase IMP-1 (Pseudomonas aeruginosa). purified IMP-1, nitrocefin hydrolysis, epi-absorbance fluorescence. inhibition, % at 5.6 µM. 290,000 tested, 0.45% active. AID 1556, 2009;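 active means inhibition above the mean plus 3 SD of all compounds in the same screening run, cut at about 4.5% in these data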;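 further: 0% = IMP-1 with DMSO and 100% = DMSO wells lacking enzyme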
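Assay system: purified recombinant IMP-1 beta-lactamase. Input: IMP-1 0.2 nM before substrate addition. Buffer or medium: Zinc- and detergent-supplemented HEPES buffer, pH 7.1. Schedule: 25 °C, 15 min preincubation, 25 min reaction. Signal: Epi-absorbance fluorescence, 480 nm excitation, 530 nm emission. Evaluation: percent inhibition from optical density relative to buffer-blank wells.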
GalR3 antag: GalR3 antagonists in HEK293 cells, primary screen, cell-based, fluorescence readout; AID 651719, 2012; 360,000 tested, 0.44% active; HEK293 GalR3-CNG cAMP membrane potential fluorescence; galR3 body fused to GalR1 C-terminus; inhibition, % at 3 µM;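 active means inhibition above the screen-wide average plus 3 SD, cut at about 13% in these data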;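 further: forskolin and galanin both at EC90 stimulate the cells; cAMP rise reported by CNG channel membrane potential dye signal; 0% = forskolin plus galanin with DMSO and 100% = forskolin alone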
The depositor's hits bear a star.

For CC1(C)CCC[C@]2(C)[C@H]3CC(=O)O[C@]3(C)CC[C@@H]12 the results were VIM-2 inhibitor -2.3, DNA FID counter -26, OXTR ag -2.1, HCV NS3 hel inh 1, GPR7 antagonist -3, V1aR counter -0.6, PHOSPHO1 inh 11, IMP-1 inh -1.4 and GalR3 antag -9.
`O=c1ccc2[n+]([O-])c3ccc(O)cc3oc-2c1` gave VIM-2 inhibitor -2.9, DNA FID counter inactive, HCV NS3 hel inh 37*, GPR7 antagonist -6, PHOSPHO1 inh 1, IMP-1 inh -3.1 and GalR3 antag -11.
For O=C(c1ccncc1)c1ccc(NS(=O)(=O)c2ccc(Br)s2)cc1 the results were VIM-2 inhibitor -3.2, DNA FID counter -5, OXTR ag 10, HCV NS3 hel inh 13, GPR7 antagonist 1, V1aR counter 8.9, PHOSPHO1 inh 26, IMP-1 inh -3.0 and GalR3 antag -1.
`Cc1cc(=O)[nH]c(SCc2nc3ccccc3s2)n1` gave VIM-2 inhibitor -3.4, DNA FID counter -6, OXTR ag -0.5, HCV NS3 hel inh -4, GPR7 antagonist 2, V1aR counter -0.5, PHOSPHO1 inh 10, IMP-1 inh 0.3 and GalR3 antag 0.
`COCCCn1c(=O)c2sccc2n2c(CCCC(=O)NCc3cccc(OC)c3)nnc12` gave VIM-2 inhibitor -0.1, DNA FID counter -29, OXTR ag 1.0, HCV NS3 hel inh 1, GPR7 antagonist -3, V1aR counter 1.9, PHOSPHO1 inh 24, IMP-1 inh -2.5 and GalR3 antag -11.
For O=C(Nc1cccc(Cl)c1)C1=Cc2cc(Cl)ccc2OC1 the results were VIM-2 inhibitor -1.2, DNA FID counter 1, OXTR ag -0.1, HCV NS3 hel inh -1, GPR7 antagonist -5, V1aR counter 1.8, PHOSPHO1 inh 6, IMP-1 inh -3.3 and GalR3 antag 0.
`COc1ccc(/C=C/C(=O)NCCNC(=O)c2ccccc2)cc1OC` gave VIM-2 inhibitor 1.1, DNA FID counter -12, OXTR ag -0.1, HCV NS3 hel inh -15, GPR7 antagonist 3, V1aR counter 0.3, PHOSPHO1 inh -135, IMP-1 inh 1.1 and GalR3 antag -4.
`CCOc1cc(C2C3=C(CCCC3=O)NC3=C2C(=O)CCC3)ccc1OCCO` gave VIM-2 inhibitor -1.9, DNA FID counter -2, OXTR ag 0.2, HCV NS3 hel inh 0, GPR7 antagonist 0, V1aR counter 0.2, PHOSPHO1 inh -31, IMP-1 inh 0.1 and GalR3 antag 0.
Screening O=C(NCCc1ccccc1)C1CCN(C2CCN(Cc3ccc(CO)o3)CC2)CC1 returned VIM-2 inhibitor 0.4, DNA FID counter 12, OXTR ag 0.2, HCV NS3 hel inh 0, GPR7 antagonist 8, V1aR counter 0.8, PHOSPHO1 inh -1, IMP-1 inh -0.6 and GalR3 antag -2.
COc1cccc(C(C[N+](=O)[O-])c2c(C)[nH]n(-c3ccccc3)c2=O)c1 (stereo not given) was read as VIM-2 inhibitor 12*, DNA FID counter -12, OXTR ag 1.5, HCV NS3 hel inh 2, GPR7 antagonist 10, V1aR counter -0.4, PHOSPHO1 inh 30, IMP-1 inh 1.7 and GalR3 antag -1.
`CCCNC(=O)N1CCC(n2nccc2NC(=O)CCOc2ccccc2)CC1` gave VIM-2 inhibitor -2.9, DNA FID counter -7, OXTR ag 0.9, HCV NS3 hel inh 0, GPR7 antagonist 1, V1aR counter -0.5, PHOSPHO1 inh 31, IMP-1 inh -1.4 and GalR3 antag -1.
COC(=O)Cc1ccc(NC(=O)c2ccc3c(c2)C(=O)N(Cc2ccco2)C3=O)cc1 was read as VIM-2 inhibitor 0.0, DNA FID counter -19, OXTR ag 7.9, HCV NS3 hel inh 18, GPR7 antagonist -9, V1aR counter 13, PHOSPHO1 inh 18, IMP-1 inh -0.8 and GalR3 antag -1.
For CC(NC(=O)[C@@H](NC(=O)[C@@H]1Cc2ccccc2CN1)C(C)C)c1ccccc1 (stereo not given in full) the results were VIM-2 inhibitor -2.6, DNA FID counter 8, OXTR ag -0.5, HCV NS3 hel inh 9, GPR7 antagonist -6, V1aR counter 1.6, PHOSPHO1 inh 58, IMP-1 inh -1.9 and GalR3 antag -10.
For COC(=O)c1ccc(-c2noc(CN3C[C@H]4CC[C@H]3C4)n2)cc1 the results were VIM-2 inhibitor -1.8, DNA FID counter -2, OXTR ag 1.1, HCV NS3 hel inh -7, GPR7 antagonist -11, V1aR counter 0.4, PHOSPHO1 inh 30, IMP-1 inh -2.7 and GalR3 antag -1.
CCOc1ccc(OCCN2C(=O)NC3(CCCc4ccccc43)C2=O)cc1 (stereo not given) was read as VIM-2 inhibitor -1.5, DNA FID counter -11, OXTR ag -0.1, HCV NS3 hel inh 4, GPR7 antagonist 1, V1aR counter 0.7, PHOSPHO1 inh -2, IMP-1 inh -4.2 and GalR3 antag -7.
For COc1ccc(NC(=O)CN2CCN(Cc3ccccc3)CC2)cc1 the results were VIM-2 inhibitor -2.2, DNA FID counter -2, OXTR ag 0.6, HCV NS3 hel inh 3, GPR7 antagonist -3, V1aR counter -0.1, IMP-1 inh -4.8 and GalR3 antag -9.
COC(=O)c1cc(-c2c(C)oc3cc(OC(C)C)ccc3c2=O)c(C)o1 was read as VIM-2 inhibitor 0.3, DNA FID counter -28, OXTR ag 2.1, HCV NS3 hel inh 2, GPR7 antagonist 8, V1aR counter 3.2, PHOSPHO1 inh 29, IMP-1 inh 0.2 and GalR3 antag -2.
Screening O=C(COC(=O)/C=C/c1ccccc1Cl)NCc1ccccc1 returned VIM-2 inhibitor -1.0, DNA FID counter -2, OXTR ag -0.1, HCV NS3 hel inh 3, GPR7 antagonist -6, V1aR counter 0.1, PHOSPHO1 inh -16, IMP-1 inh -1.1 and GalR3 antag -8.
`N#CCc1nn(-c2ccccc2)c2ncnc(N)c12` gave VIM-2 inhibitor 5.1, DNA FID counter -2, OXTR ag 0.1, HCV NS3 hel inh 26, GPR7 antagonist -4, V1aR counter -0.3, PHOSPHO1 inh -2, IMP-1 inh -0.6 and GalR3 antag -3.
Screening CCC(=O)NCCn1c(C)cc2ccccc21 returned VIM-2 inhibitor -2.2, DNA FID counter -7, OXTR ag 0.9, HCV NS3 hel inh 3, GPR7 antagonist -6, V1aR counter 0.5, PHOSPHO1 inh -14 and IMP-1 inh -3.1.
Screening CN1CCC(=NNC(=O)CN(c2cccc(Br)c2)S(C)(=O)=O)CC1 returned VIM-2 inhibitor -1.6, DNA FID counter -23, OXTR ag 0.5, HCV NS3 hel inh 2, GPR7 antagonist -8, V1aR counter 0.8, PHOSPHO1 inh -10, IMP-1 inh -1.9 and GalR3 antag -1.
CCOCCCNc1ccc(N2C(=O)C3CCCCC3C2=O)cc1[N+](=O)[O-] (stereo not given) was read as VIM-2 inhibitor -0.8, DNA FID counter -5, OXTR ag 1.1, HCV NS3 hel inh -6, GPR7 antagonist -2, V1aR counter 3.1, PHOSPHO1 inh -13, IMP-1 inh -1.1 and GalR3 antag -3.
For CCCCCC(=O)NC(=S)Nc1ccc(NC(=O)c2ccco2)cc1 the results were VIM-2 inhibitor -2.6, DNA FID counter -18, OXTR ag 0.3, HCV NS3 hel inh 9, GPR7 antagonist -5, V1aR counter 6.2, PHOSPHO1 inh 0, IMP-1 inh -3.3 and GalR3 antag -3.
For Cc1nc(NC(=O)/C=C/c2ccc(C(C)(C)C)cc2)sc1C(=O)N(C)C the results were VIM-2 inhibitor 0.9, DNA FID counter 2, OXTR ag 0.1, HCV NS3 hel inh -5, GPR7 antagonist -3, V1aR counter 1.0, PHOSPHO1 inh 3, IMP-1 inh -0.6 and GalR3 antag -1.
Screening CCC1CN(C(=O)N2CCC(C(=O)NCc3cc(OC)c(OC)c(OC)c3)CC2)c2ccccc2O1 (stereo not given) returned VIM-2 inhibitor -0.9, DNA FID counter -63, OXTR ag 0.3, HCV NS3 hel inh 3, GPR7 antagonist -4, V1aR counter 1.5, PHOSPHO1 inh 28, IMP-1 inh 0.5 and GalR3 antag -8.
`NC(N)=N/N=C/c1ccc(Cl)c([N+](=O)[O-])c1` gave VIM-2 inhibitor 4.8, DNA FID counter 22, OXTR ag -0.1, HCV NS3 hel inh 0, GPR7 antagonist -3, V1aR counter -0.3, PHOSPHO1 inh 32, IMP-1 inh -2.2 and GalR3 antag -7.
CCN(CC)c1ccc(NC(=O)COC(=O)C23CCC(=O)N2c2ccccc2S3)cc1 (stereo not given) was read as VIM-2 inhibitor -0.8, DNA FID counter -2, OXTR ag 0.2, HCV NS3 hel inh -1, GPR7 antagonist -2, V1aR counter -0.8, PHOSPHO1 inh 45, IMP-1 inh 3.8 and GalR3 antag -2.
Screening c1nc(NCC2CCCO2)c2[nH]cnc2n1 (stereo not given) returned VIM-2 inhibitor -4.7, DNA FID counter 2, OXTR ag 1.0, HCV NS3 hel inh -2, GPR7 antagonist -1, V1aR counter -0.1, IMP-1 inh -3.2 and GalR3 antag -6.
For CS(=O)(=O)N(Cc1cc2ccccc2[nH]c1=O)C1CCCCC1 the results were VIM-2 inhibitor -2.3, DNA FID counter -12, OXTR ag 0.5, HCV NS3 hel inh 3, GPR7 antagonist 2, V1aR counter 1.9, PHOSPHO1 inh -2, IMP-1 inh -2.0 and GalR3 antag -6.
O=C(CN1C(=O)CC(c2ccccc2)=Nc2ccccc21)NCc1ccco1 was read as VIM-2 inhibitor 0.0, DNA FID counter -13, OXTR ag -0.5, HCV NS3 hel inh -7, GPR7 antagonist -11, V1aR counter -0.3, PHOSPHO1 inh 6, IMP-1 inh -3.9 and GalR3 antag 1.
For CCOCC(=O)Nc1cc(C(=O)Nc2ccccc2)ccc1Cl the results were VIM-2 inhibitor -2.3, DNA FID counter -2, OXTR ag -0.4, HCV NS3 hel inh -3, GPR7 antagonist 1, V1aR counter -0.1, PHOSPHO1 inh 28, IMP-1 inh -3.1 and GalR3 antag -2.
`Cc1ccccc1Cn1nc(C)c(NC(=O)c2cc(CC(C)C)on2)c1C` gave VIM-2 inhibitor -2.4, DNA FID counter -43, OXTR ag 1.7, HCV NS3 hel inh 2, GPR7 antagonist -4, V1aR counter 2.0, PHOSPHO1 inh 36, IMP-1 inh -2.2 and GalR3 antag 0.
